M4 ag: human M4 muscarinic receptor agonists, primary screen, CHO-K1 cells, Fluo-8 calcium fluorescence; CHO-K1 hM4/Gqi5; vehicle 0%, full acetylcholine response 100%; activation, % at 3 µM; 0.14% of 360,000 active; AID 624127, 2012;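 active = activation above the run mean over all test wells plus 3 SD, cut at about 32% in these data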;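 also: peak over basal fluorescence ratio per well then scaled between controls; 0% = DMSO wells and 100% = acetylcholine at EC100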
Target sequence (P08173 whole entry, looked up): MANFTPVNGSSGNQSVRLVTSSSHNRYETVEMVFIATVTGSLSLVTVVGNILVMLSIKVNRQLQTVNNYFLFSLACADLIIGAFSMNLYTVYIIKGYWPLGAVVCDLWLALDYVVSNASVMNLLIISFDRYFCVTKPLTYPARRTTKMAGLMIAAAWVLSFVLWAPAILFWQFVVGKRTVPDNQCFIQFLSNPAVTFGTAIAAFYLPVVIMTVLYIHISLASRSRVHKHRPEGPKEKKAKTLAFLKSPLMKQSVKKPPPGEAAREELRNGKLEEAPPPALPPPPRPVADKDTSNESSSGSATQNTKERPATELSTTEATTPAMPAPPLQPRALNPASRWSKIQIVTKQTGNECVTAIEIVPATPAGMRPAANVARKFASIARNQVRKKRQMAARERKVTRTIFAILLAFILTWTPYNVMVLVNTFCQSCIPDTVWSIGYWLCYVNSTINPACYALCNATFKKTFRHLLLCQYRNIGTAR
M4 antag: human M4 muscarinic receptor antagonists, primary screen, CHO cells, Fluo-8 calcium fluorescence | Muscarinic acetylcholine receptor M4 (Homo sapiens), P08173 | 0.73% of 360,000 active | inhibition, % at 3 µM | AID 624125, 2012 | CHO-hM4 cells, ACh EC80;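 active = inhibition above its plate's cutoff, the mean inhibition of sample wells plus 3 SD, cut at about 27% in these data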;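 also: 0% = acetylcholine EC80 with DMSO and 100% = DMSO without agonist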
CHRM5 antagonist: human M5 muscarinic receptor antagonists, primary screen, CHO cells, Fluo-8 calcium fluorescence; Muscarinic acetylcholine receptor M5 (Homo sapiens), P08912; CHO-hM5 cells, ACh EC80; inhibition, % at 3 µM; 0.59% of 360,000 active;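 active = inhibition above a per-plate cutoff, the mean of that plate's test compounds plus 3 SD, cut at about 27% in these data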;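 also: 0% = acetylcholine EC80 with DMSO and 100% = DMSO without agonist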
CRFBP-R2 block: antagonists of CRF-BP/CRF-R2 complex, primary screen, cell-based, HEK293, calcium dye fluorescence, uHTS; CRF-induced calcium fluorescence; inhibition, % at 11.8 µM; 0.59% of 350,000 active; AID 588475, 2011;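 active = inhibition of the ligand-induced calcium signal above about 50% at the single tested concentration, limit read from the data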
CRFBP-R2 agonist: agonists of CRF-BP/CRF-R2 complex, primary screen, cell-based, HEK293, calcium dye fluorescence, uHTS; CRF-binding protein / CRF receptor 2 complex (human); calcium dye fluorescence (FLIPR); percent of saturating CRF peptide response; activation, % at 13.2 µM; 0.46% of 350,000 active; AID 588473, 2011;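 active = activation of at least 50%, plus an integration ratio under a set limit after plate pattern correction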;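 also: plate controls were neutral control wells without compound for no effect and CRF at EC100 for full effect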
CHRM5 agonist: human M5 muscarinic receptor agonists, primary screen, CHO-K1 cells, Fluo-8 calcium fluorescence; CHO-K1 hM5 cells; 0% DMSO wells, 100% maximal acetylcholine response; activation, % at 3 µM; 0.19% of 360,000 active; AID 624037, 2012;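 active = activation above the run's mean over test compounds plus 3 SD, cut at about 23% in these data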;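 also: signal is peak over basal fluorescence ratio across the kinetic read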
CHRM4 PAM: human M4 muscarinic receptor positive allosteric modulators, primary screen, CHO-K1 cells, Fluo-8 calcium fluorescence; 0.4% of 360,000 active; Muscarinic acetylcholine receptor M4 (Homo sapiens), P08173; activation, % at 3 µM; CHO-K1 hM4/Gqi5, ACh EC20; 0% = ACh EC20, 100% = maximal ACh;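 active = activation above its plate's cutoff, the mean activation of sample wells plus 3 SD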; also: some results filed as inactive read as strong as hits
M5 PAM: human M5 muscarinic receptor positive allosteric modulators, primary screen, CHO-K1 cells, Fluo-8 calcium fluorescence; Muscarinic acetylcholine receptor M5 (Homo sapiens), P08912; CHO-K1 hM5, ACh EC20 PAM; 0% = ACh EC20, 100% = ACh EC100; activation, % at 3 µM; 0.3% of 360,000 active; AID 624038, 2012;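 active = activation above the run cutoff, the mean activation of all test compounds plus 3 SD, cut at about 18% in these data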
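Probe or stimulus: acetylcholine, EC20 level; Assay system: human M5 receptor in CHO-K1 cells; Schedule: compound preincubation 140 s before EC20 acetylcholine addition; Technique: intracellular calcium via Fluo-8 fluorescence; Dosing: single-point, 3 µM nominal; Read-out basis: percent activation from peak-over-basal fluorescence ratio, scaled EC20-to-EC100 acetylcholine; Repeats: one well per compound, no replicates.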
CHRM1 PAM: human M1 muscarinic receptor positive allosteric modulators, primary screen, CHO-K1 cells, Fluo-8 calcium fluorescence, 1536-well | CHO-K1 hM1, ACh EC20; 0% = ACh EC20, 100% = maximal ACh | Muscarinic acetylcholine receptor M1 (Homo sapiens), P11229 | activation, % at 3 µM | 0.088% of 360,000 active; in the data active = activation above about 19%, passing the limit was not always enough
Target sequence (P11229 whole entry, looked up): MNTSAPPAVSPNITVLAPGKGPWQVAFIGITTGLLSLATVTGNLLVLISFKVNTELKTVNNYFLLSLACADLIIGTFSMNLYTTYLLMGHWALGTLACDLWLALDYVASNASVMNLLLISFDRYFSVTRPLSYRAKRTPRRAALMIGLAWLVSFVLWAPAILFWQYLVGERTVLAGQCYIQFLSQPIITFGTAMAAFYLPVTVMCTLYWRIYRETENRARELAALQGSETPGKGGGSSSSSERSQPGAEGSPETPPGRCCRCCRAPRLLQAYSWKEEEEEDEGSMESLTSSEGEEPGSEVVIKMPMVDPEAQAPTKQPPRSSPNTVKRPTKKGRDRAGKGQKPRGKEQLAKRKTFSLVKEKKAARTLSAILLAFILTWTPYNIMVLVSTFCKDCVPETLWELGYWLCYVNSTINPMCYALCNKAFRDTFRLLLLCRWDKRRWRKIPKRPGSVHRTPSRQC
Numbers without * were called inactive; x = not tested or not shown.

SMILES	M4 ag	M4 antag	CHRM5 antagonist	CRFBP-R2 block	CRFBP-R2 agonist	CHRM5 agonist	CHRM4 PAM	M5 PAM	CHRM1 PAM
O=C(CSc1nnc(-c2c[nH]c3ccccc23)n1-c1ccc(F)cc1)NCc1ccco1	1	3	-4	-18	-2.3	4	33*	-1	13
CCOC(=O)CSc1ncnc2c1c(-c1ccccc1)cn2-c1ccc(OC)cc1	1	-6	12	-10	1.3	-1	-1	-9	-7
Cc1cc(CNC(=O)Cc2ccccc2)c2ccccc2n1	2	1	16	12	-3.6	5	-4	2	8
O=C(CCl)N1c2ccccc2Sc2c1ccc1ccccc21	2	-5	11	-37	3.5	-5	6	3	4
CC(C)C(NS(=O)(=O)c1cccc2nsnc12)C(=O)N1CCCCC1 (configuration not stated)	0	5	-3	-3	2.7	-4	3	0	10
O=C1CSC(=S)N1/N=C/c1ccc(C(F)(F)F)cc1	2	0	-7	-23	0.9	2	2	1	2
O=c1c2ccccc2nc2n1CCC2O (configuration not stated)	1	-9	6	8	-0.6	5	5	-6	3
Cc1cccc2cc(C3CC(c4ccco4)=NN3S(C)(=O)=O)c(Cl)nc12 (configuration not stated)	1	-3	1	9	-0.4	1	2	4	-4
CC1CCCN(c2ncnc3c2cnn3-c2ccccc2)C1 (configuration not stated)	4	-35	-1	3	0.1	-2	6	-2	3
CCCc1sc(N)nc1-c1ccc(C)cc1	-1	8	4	-4	1.3	-15	-2	-1	-4
COCCCN1C(=O)C2C(C(=O)Nc3cccc(Cl)c3)C3C=CC2(O3)C1C(=O)NC1CCCCC1 (configuration not stated)	1	-6	13	-4	-0.6	-2	8	-4	10
COc1ccc(O)cc1CN1CCN(c2ncc(Cc3ccccc3)cn2)CC1	9	-8	-2	x	x	-6	-7	-11	x
CN(Cc1nc2ccccc2c(=O)[nH]1)C(=O)c1ccc(S(=O)(=O)N2CCCC2)cc1	2	0	1	4	-0.2	0	5	7	5
N/C(=N\OC(=O)c1cc(-c2ccccc2)nc2ccccc12)c1ccc(Cl)cc1	2	0	-1	-1	8.9	1	11	4	7
Cc1nn(CC(C)C)c(Cl)c1C(=O)NCC(C)(C)N1CCOCC1	1	-8	3	-9	-1.0	-1	5	0	3
CCOC(=O)c1csc(-c2ccc([N+](=O)[O-])cc2)n1	2	-1	4	14	-4.0	-7	-3	5	8
CC(Sc1nnc(Cc2ccccc2)o1)C(=O)Nc1ccccc1[N+](=O)[O-] (configuration not stated)	0	-7	-5	-6	0.7	1	15	14	15
COc1ccc(Oc2cc(C(F)(F)F)cnc2C(N)=O)cc1	0	-2	-1	-1	0.1	-2	5	2	6
COc1ccc(NS(=O)(=O)c2ccc3ccccc3c2)c2ncccc12	3	18	22	8	3.0	1	-1	-4	-5
O=C(CCNC(=O)c1ccc([N+](=O)[O-])cc1)N/N=C/c1ccc(F)cc1	0	-7	3	9	-2.6	-5	-2	-2	4

Filtered by structure: those above containing a nitro group on carbon
SMILES	M4 ag	M4 antag	CHRM5 antagonist	CRFBP-R2 block	CRFBP-R2 agonist	CHRM5 agonist	CHRM4 PAM	M5 PAM	CHRM1 PAM
CCOC(=O)c1csc(-c2ccc([N+](=O)[O-])cc2)n1	2	-1	4	14	-4.0	-7	-3	5	8
CC(Sc1nnc(Cc2ccccc2)o1)C(=O)Nc1ccccc1[N+](=O)[O-] (configuration not stated)	0	-7	-5	-6	0.7	1	15	14	15
O=C(CCNC(=O)c1ccc([N+](=O)[O-])cc1)N/N=C/c1ccc(F)cc1	0	-7	3	9	-2.6	-5	-2	-2	4

Later entries:
SMILES	M4 ag	M4 antag	CHRM5 antagonist	CRFBP-R2 block	CRFBP-R2 agonist	CHRM5 agonist	CHRM4 PAM	M5 PAM	CHRM1 PAM
CC1(c2ccc(Cl)cc2)NC(=O)N(CC(=O)Nc2cccnc2Cl)C1=O (configuration not stated)	9	1	5	-7	8.5	11	4	0	6
COc1ccccc1CN1CCc2c([nH]c3ccccc23)C1	1	5	9	-2	-0.7	-13	-9	-5	-4
Fc1ccccc1C1c2[nH]c3ccccc3c2CCN1Cc1ccoc1 (configuration not stated)	-1	-7	-1	-31	1.5	-7	-5	0	-8
O=C(CCn1cncn1)N1CCCC(N2CCN(c3ccc(F)cc3)CC2)C1 (configuration not stated)	1	-9	-9	-5	-0.4	-4	4	2	10
COC(=O)c1ccc(CNC(=O)c2ccc3oc(C(C)C)nc3c2)cc1	2	-2	2	5	-2.1	-1	12	5	15
Cc1ccccc1-c1cc2nc(NCCOc3ccccc3)n(C)c(=O)c2s1	0	4	-1	x	x	0	0	-3	3
CC(C)Oc1ccc(S(=O)(=O)N(C(C)C)C(C)C)cn1	0	-5	-8	-3	1.8	-3	2	3	3
COC1CCCN(Cc2nc(Cc3ccccc3F)no2)C1 (configuration not stated)	8	4	9	4	-0.5	3	-6	-6	-1
COc1ccccc1NC(=O)COc1ccccc1	-1	7	-12	-11	0.1	-2	-1	-2	-4
COc1ccc(C[C@H]2CN3C(=NC[C@@H]3Cc3ccc(O)cc3)N2C[C@H](C)NC(=O)c2ccc(C)c(Br)c2)cc1	0	15	9	-2	-1.8	-12	-5	9	-15
CCCC(=O)Nc1nc(-c2ccc(OC)cc2)cs1	1	-11	-3	13	-1.9	1	7	-1	8
CCC(=O)c1ccc(N2CCN(C(=O)c3ccccc3Br)CC2)c(F)c1	18	2	16	-1	-2.5	5	-11	-18	0
COc1cc(/C=C2/N=C(c3ccccc3)OC2=O)c(F)cc1OCc1ccccc1	0	10	10	1	3.6	4	2	-1	4
O=C(O)CC(NC(=O)C(F)(F)F)c1ccc2c(c1)OCO2 (configuration not stated)	1	1	1	23	-1.2	-2	9	-1	11
O=C(c1ccccc1)c1cc(Cl)ccc1N1C(=O)C=CC1=O	5	35*	6	34	19	6	-17	8	2
O=C1CC(c2ccccc2)C(c2ccccc2)=NN1 (configuration not stated)	2	-20	0	-15	-3.0	-3	3	4	4
CCOc1ccc2c(c1)nc(SCC(=O)c1cccs1)n2C	1	-3	-9	14	-0.9	-7	8	8	4
COC(=O)[C@@]1(Cc2ccc(OC)cc2)[C@H]2c3cc(C(=O)N4CCCC4)n(Cc4ccc(OC(F)(F)F)cc4)c3C[C@H]2CN1C(=O)c1ccccc1	1	-6	4	x	x	-2	3	-4	x
CCC1CCC/C1=N\NC(=O)c1ccccc1Cl (configuration not stated)	3	-2	20	-1	1.2	-6	2	-11	7
O=c1oc2ccccc2c(Nc2ccccc2)c1CN1CCCCC1	0	4	10	6	1.7	-3	-10	-4	-2
COC(=O)/C=C1\S/C(=N\N=C\CC(=O)OC)NC1=O	0	1	9	-2	2.0	1	-2	-2	2
O=C1Nc2ccc(Cl)cc2C12Nc1ccccc1-c1nnc(SCc3ccccc3F)nc1O2 (configuration not stated)	2	-4	6	-29	0.3	-1	-2	-7	3
CNC(=O)/C(C#N)=C/c1c(N(Cc2ccccc2)Cc2ccccc2)nc2c(C)cccn2c1=O	10	1	18	-48	1.0	7	-4	-11	-5
Cc1ccc(S(=O)(=O)Nc2ccc(F)cc2)cc1C(=O)N1CCOCC1	1	-2	16	11	-0.8	-3	-2	-3	-1
O=C1CCCN1C1CCN(Cc2ccccc2)S(=O)(=O)N1 (configuration not stated)	2	-8	6	x	x	2	12	7	x
COc1ccc(S(=O)(=O)NC(C)C)cc1C(=O)N1CCOCC1	1	-1	7	8	-3.4	-1	1	2	6
COc1cccc(CNc2ccc3c(c2)CCC3)c1	1	6	5	13	-0.1	0	-1	-6	-5
CCOC(=O)N1CCN(C(=O)Nc2ccc3nc(-c4ccccn4)c(-c4ccccn4)nc3c2)CC1	1	-3	2	-4	9.5	-2	-3	-5	3
Cc1cccc(NC(=O)C2CCC(CNC(=O)[C@@H]3Cc4ccccc4CN3)CC2)c1 (some centres not stated)	2	-12	-8	9	4.2	-9	-2	-4	2
COc1ccc(NC(=O)COC(=O)C2CCN(S(=O)(=O)c3cccs3)CC2)cc1OC	10	-12	13	15	-0.6	3	-1	1	7
Oc1ccc(Br)cc1/C=N/N1CCN(Cc2cccc3ccccc23)CC1	1	2	-10	-13	2.4	-1	3	3	8
CN(c1ccc(O)cc1)c1nc(-c2ccccc2)cs1	1	3	-1	19	6.2	-4	4	-7	5
Cc1ccc(Cl)c(OCC(=O)NN2CCN(C)CC2)c1	1	-3	9	6	6.1	-9	3	2	5
CCOC(=O)N1CCN(C(=O)C2CCN(S(=O)(=O)c3ccc(Cl)cc3)CC2)CC1	0	8	3	40	0.8	-7	-1	-3	5
CC(C)c1ccc(NC(=O)CN2C(=O)NC3(CCCCCCC3)C2=O)cc1	2	-9	20	10	-1.7	2	-1	-8	-1
CC(C)(C)c1cc2nc(NCCOc3ccccc3)ccn2n1	2	-14	-4	x	x	0	6	0	6
Cc1cc(NC(=O)COC(=O)C2CC2)ccc1Br	2	-15	-13	-1	1.1	2	12	10	14
COc1cccc2cc(C(=O)C3=C(O)C(=O)N(CCN4CCOCC4)C3c3ccc(Cl)cc3)oc12 (configuration not stated)	1	-11	4	8	5.3	4	-4	-1	2
COc1ccc(/C=N/n2cncn2)cc1Cn1cc([N+](=O)[O-])cn1	1	-3	-4	2	-1.1	0	0	-1	-1
O=C(NCCS(=O)(=O)N1CCN(c2ccccc2)CC1)C1CC(=O)N(c2ccccc2)C1 (configuration not stated)	2	-2	4	6	0.0	-3	2	1	12
O=C(COC(=O)/C=C/c1ccccc1)NC1CCS(=O)(=O)C1 (configuration not stated)	0	-1	5	-3	0.6	3	6	0	12
COc1cccc2sc(N3CCN(C(=O)C4COc5ccccc5O4)CC3)nc12 (configuration not stated)	10	-2	3	1	-2.4	1	-4	-4	7
CCOC(=O)C1=C(C)Nc2ccccc2N/C1=N\S(=O)(=O)c1ccc(Cl)cc1	10	12	14	12	2.5	4	-7	-15	-15
C=CCC1Cc2c(cccc2[N+](=O)[O-])C(CC=C)N1 (configuration not stated)	2	3	5	21	-3.8	-9	1	-2	6
C(=N\Nc1nc2ccccc2[nH]1)/c1cccs1	1	-6	-6	-14	0.1	-3	0	-3	2
CCCCOC(=O)c1ccc(NC(=O)C2CCCO2)cc1 (configuration not stated)	2	4	0	8	-1.0	6	10	-2	6
O=C(Nc1ccc2c(c1)OCCO2)c1coc2ccccc2c1=O	2	5	-8	-39	5.0	-1	3	-2	8
N#Cc1ccc(CN2CCN(C(=O)c3cc(C4CC4)nn3-c3ccccc3)CC2)cc1	4	4	16	20	-3.8	-4	-3	-12	0
CCO/C=C/C(=O)N(C)CCC#N	0	-13	6	-2	0.1	-3	8	-2	1
Cc1ccccc1NC(=O)CSc1nnc(-c2ccccc2)n1-c1ccccc1	0	4	-10	-2	0.4	-4	2	3	10
